Efflux pump inh: antifungal efflux pump inhibition, Nile Red retention. S. cerevisiae Candida pump triplex. inhibition, % at 10 µM. actives 0.44% (n = 330,000);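 active = plate passing quality check with inhibition over a set limit, or well fluorescence over plate mean plus 4 SD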;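 also: Nile Red retained in pooled yeast measured as flow cytometry median fluorescence; 0% = buffer negative control and 100% = Enniatin B positive control; higher means more Nile Red kept so more efflux inhibition; some compounds called inactive have numbers as strong as hits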
PP5 inh: PP5 (human) phosphatase inhibition; P53041; purified PP5c, OMFP substrate fluorescence; inhibition, % at 6.7 µM; actives 0.18% (n = 320,000); AID 1987;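 active = inhibition above the campaign's mean inhibition across all tested compounds plus 3 SD, cut at about 9.5% in these data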;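 also: 0% = DMSO only and 100% = 100 µM cantharidin control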
Target sequence (P53041 whole entry, looked up): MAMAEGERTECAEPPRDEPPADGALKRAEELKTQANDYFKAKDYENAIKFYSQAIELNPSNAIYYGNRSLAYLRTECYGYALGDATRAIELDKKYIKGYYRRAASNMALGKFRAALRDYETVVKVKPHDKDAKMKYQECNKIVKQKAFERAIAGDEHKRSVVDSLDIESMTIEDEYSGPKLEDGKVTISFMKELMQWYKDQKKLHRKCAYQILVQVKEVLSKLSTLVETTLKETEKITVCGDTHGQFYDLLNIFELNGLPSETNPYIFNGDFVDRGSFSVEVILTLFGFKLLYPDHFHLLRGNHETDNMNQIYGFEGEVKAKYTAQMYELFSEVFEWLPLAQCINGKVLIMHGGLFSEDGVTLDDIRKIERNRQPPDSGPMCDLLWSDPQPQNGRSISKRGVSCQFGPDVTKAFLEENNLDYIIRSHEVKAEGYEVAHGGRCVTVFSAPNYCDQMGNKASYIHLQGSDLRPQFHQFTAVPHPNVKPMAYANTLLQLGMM
TPT1 inh: inhibitors of Candida albicans tRNA 2'-phosphotransferase TPT1; inhibition, % at 5 µM; recombinant caTPT1, FP RNA substrate dephosphorylation; actives 0.81% (n = 300,000);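 active = inhibition above the mean of all tested compounds plus 3 SD, set per screening campaign, cut at about 24% in these data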;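 also: plate controls were DMSO alone for no effect and ferristatin control at 100 nM for full effect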
LYPLA2 inh: counter-screen for PME1 inhibitors: inhibitors of human LYPLA2. O95372. recombinant LYPLA2, FP-Rh probe fluorescence polarization. inhibition, % at 5.9 µM. actives 0.38% (n = 320,000);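 active = inhibition above the screen-wide mean plus 3 SD, limit set per campaign, cut at about 26% in these data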;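 also: 0% = LYPLA2 with DMSO and 100% = wells lacking LYPLA2 enzyme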
Target sequence (O95372 whole entry, looked up): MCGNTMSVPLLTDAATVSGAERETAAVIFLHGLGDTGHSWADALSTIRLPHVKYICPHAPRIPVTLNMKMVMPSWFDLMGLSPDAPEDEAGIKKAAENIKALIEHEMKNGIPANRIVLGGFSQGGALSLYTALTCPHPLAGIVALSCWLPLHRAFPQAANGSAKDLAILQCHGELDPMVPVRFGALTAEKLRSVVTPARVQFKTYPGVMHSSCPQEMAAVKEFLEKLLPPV
PREPL inhibitor: human PREPL enzyme inhibition; recombinant PREPL, fluorescence polarization activity-based probe; actives 0.68% (n = 320,000); inhibition, % at 5.96 µM; Q4J6C6; in the data active = inhibition above about 43%;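 also: 0% = enzyme with DMSO and 100% = wells lacking enzyme; many of its hits are not listed in these tables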
PP1 counter: PP1-alpha (human) inhibition in PP5 counter-screen | AID 2235 | actives 0.9% (n = 320,000) | purified PP1alpha, OMFP fluorescence | inhibition, % at 6.7 µM;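 active = inhibition above the mean inhibition of all tested compounds plus 3 SD, computed separately for each screening campaign, cut at about 15% in these data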
Target sequence (P62136 whole entry, looked up): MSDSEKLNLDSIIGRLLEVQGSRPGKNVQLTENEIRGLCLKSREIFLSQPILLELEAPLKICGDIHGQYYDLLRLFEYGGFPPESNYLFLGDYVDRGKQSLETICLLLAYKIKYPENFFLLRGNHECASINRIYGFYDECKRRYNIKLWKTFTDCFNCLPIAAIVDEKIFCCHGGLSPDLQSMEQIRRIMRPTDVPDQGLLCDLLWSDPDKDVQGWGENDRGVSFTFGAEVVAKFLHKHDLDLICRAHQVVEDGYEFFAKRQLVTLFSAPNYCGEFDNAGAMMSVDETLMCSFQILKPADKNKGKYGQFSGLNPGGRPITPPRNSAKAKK
HCV core dimer: HCV core protein dimerization inhibition. inhibition, % at 5 µM. actives 0.33% (n = 300,000). AID 1899. TR-FRET GST/Flag-core106 dimerization, 1536-well;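 active = inhibition above the mean of all tested compounds plus 3 SD, set per screening campaign, cut at about 45% in these data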
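System: GST/Flag-tagged HCV core106 proteins. Incubation: compound-protein-antibody incubation 4 h at 22.5 °C. Technique: HTRF with 340 nm excitation, 617/671 nm emission. Medium: KF-containing HEPES buffer, pH 7.45, DTT, CHAPS, BSA. Read-out: inhibition (%) from 671 over 617 nm ratio. Also added: Eu(K)-anti-GST 90 ng/mL plus XL665-anti-Flag 1 µg/mL.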
CTSL1 counter: blocks F. hepatica cathepsin L1 in PFM18AAP counter-screen; actives 0.49% (n = 300,000); recombinant F. hepatica cathepsin L1, Z-Leu-Arg-MCA fluorescence; inhibition, % at 5.96 µM;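 active = inhibition above the mean of all tested compounds plus 3 SD, set per screening campaign, cut at about 17% in these data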;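 also: 0% = plate median of test compound wells and 100% = 1 µM Z-Phe-Ala-diazomethylketone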
GASC-1 inh: human JMJD2C demethylase inhibition | Q9H3R0 | inhibition, % at 2.35 µM | GST-JMJD2C(1-420) H3K9me3 demethylation, DELFIA europium | actives 0.069% (n = 330,000);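 active = more than half of a compound's replicate wells show inhibition beyond 50%, single wells judged on their own value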;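 also: signal counts dimethyl H3K9 product captured on neutravidin plate; 0% = median of DMSO wells and 100% = 0.3 times that DMSO median; strong numbers were not always called active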
Numbers without * were called inactive; i = inactive; x = not tested or not shown. Only part of the results is shown; rates above refer to the full screens.

SMILES	Efflux pump inh	PP5 inh	TPT1 inh	LYPLA2 inh	PREPL inhibitor	PP1 counter	HCV core dimer	CTSL1 counter	GASC-1 inh
Cc1ccc(NC(=O)COC(=O)c2csc3c2CCC(C)C3)cc1S(=O)(=O)N1CCCCC1 (stereo not given)	-8.3	2.5	-1.7	-43.8	0.4	6.9	2.0	-10.7	2.7
COc1cc2c(cc1NC(=O)C(C)Sc1ccc(NC(C)=O)cc1)oc1ccccc12 (stereo not given)	-3.2	3.1	-5.7	-34.6	-31.9	-1.3	-0.5	5.5	7.5
O=C(OCC(=O)c1ccccc1Cl)c1cnccn1	13.9*	0.6	2.4	-5.6	7.0	-1.6	-6.4	-14.8	22.1
O=C1NC(=O)C(=C2CCCCCC2)S1	0.2	-0.9	0.5	1.0	-2.6	2.4	-8.1	-5.8	5.8
C=CCc1ccccc1OCC(=O)N/N=C/c1ccc(OC(C)=O)cc1OC(C)=O	0.1	0.2	-2.6	-1.6	-0.1	3.9	-5.3	-10.3	i
O=C(CCc1nnc(CCCCc2ccccc2)o1)N1CCC(N2CCCC2)CC1	0.3	2.2	0.9	-0.6	42.5	4.5	5.3	-1.2	-23.0
CSc1ccccc1C(=O)NC1CCCCC1	-0.1	3.5	-4.7	8.7	14.7	-1.4	-0.3	-5.3	0.8
COc1ccc(NC(=O)C(CCSC)NC(N)=O)cc1Cl (stereo not given)	-0.2	-0.5	-2.0	1.1	0.0	0.7	-0.9	-2.2	-4.8
CCC1CCCCN1S(=O)(=O)c1ccc2c(c1)CCN2C(=O)C1CCC1 (stereo not given)	0.1	3.9	-2.6	4.2	13.7	3.1	9.2	4.3	-28.7
O=C(COC(=O)CNC(=O)c1sc2ccccc2c1Cl)NC1CCS(=O)(=O)C1 (stereo not given)	-0.1	-0.9	2.9	7.8	14.1	-0.8	2.9	-8.8	-10.3
COc1ccc(CCNC(=O)c2ccccc2NC(=O)C2=C(C)OCCS2)c(OC)c1	0.0	1.1	-1.7	-0.6	13.6	3.2	10.4	-2.1	10.8
Cc1ccc(-c2cc(C(=O)N3CCN(C(=O)c4ccco4)CC3)no2)cc1	-0.1	3.0	-0.8	6.6	2.1	-2.9	5.0	-1.1	2.3
CCN(Cc1ccccc1)C(c1cccc(C#N)c1)c1nnnn1C(C)(C)C (stereo not given)	0.1	7.3	-2.9	3.2	1.3	-1.1	-2.9	0.6	x
Cc1c(NC(=O)COc2c(F)c(F)c(F)c(F)c2F)c(=O)n(-c2ccccc2)n1C	0.2	0.1	0.7	-4.7	-3.1	0.3	0.6	4.1	0.7
Cc1ccc(S(=O)(=O)NNC(=S)NC(=O)c2ccc([N+](=O)[O-])cc2)cc1	-0.2	2.2	1.1	1.0	-1.0	4.3	2.1	3.7	-9.3
CN(C)N1C(=O)CC(N2CCCC2)C1=O (stereo not given)	0.4	3.0	2.6	-5.4	3.1	-12.9	-2.9	-9.9	-43.7
O=C(NC1CCCCC1)C(c1ccccc1)N1CCCC1 (stereo not given)	0.1	1.2	-1.9	0.9	-3.7	-8.7	-2.5	-1.5	40.1
CCCNC(=O)c1cc2c3ccccc3n(C)c2s1	-0.1	0.8	-4.1	1.4	16.4	-0.2	-12.3	7.6	-0.8
CCC(C)NCCCOc1cc(Cl)ccc1Cl (stereo not given)	-0.2	1.7	-3.7	5.9	-5.0	1.6	-3.2	-1.7	4.8
COC(=O)/C=C/COc1ccccc1[N+](=O)[O-]	-0.1	0.9	1.0	1.1	-0.3	-1.7	0.4	2.2	6.2
Cc1ccccc1CCNC(=O)CCn1ccc2cc(S(=O)(=O)N3CCCC3)ccc21	0.0	1.8	-0.6	7.1	1.6	4.5	2.8	-3.9	-12.3
COc1cccc(-c2nn3c(-c4ccccn4)nnc3s2)c1	0.0	-1.1	-0.6	3.5	9.2	16.8*	3.5	-0.2	-6.4
CC(C)Cc1nc(N2CCC(C(N)=O)CC2)c2nnn(Cc3ccccc3)c2n1	-0.2	0.9	2.9	0.9	11.2	-0.3	-1.3	1.6	12.1
O=C(COc1ccccc1)NCc1ccccc1	0.2	-1.4	-1.3	-1.2	-1.4	-0.8	-2.2	-1.6	-2.0
CCn1cc(C2=NC(CC(C)C)CO2)c2ccccc21 (stereo not given)	0.0	3.8	-0.5	11.7	13.3	-3.1	-5.8	6.0	6.9

A few values from the results shown:
PP5 inh, `O=C1NC(=O)C(=C2CCCCCC2)S1` is entered as -0.9
PREPL inhibitor, `O=C(OCC(=O)c1ccccc1Cl)c1cnccn1` is entered as 7.0
TPT1 inh, `Cc1c(NC(=O)COc2c(F)c(F)c(F)c(F)c2F)c(=O)n(-c2ccccc2)n1C` is entered as 0.7
GASC-1 inh, `CCn1cc(C2=NC(CC(C)C)CO2)c2ccccc21` (stereo not given) is entered as 6.9
PREPL inhibitor, `O=C(COC(=O)CNC(=O)c1sc2ccccc2c1Cl)NC1CCS(=O)(=O)C1` (stereo not given) is entered as 14.1
PP5 inh, `CCCNC(=O)c1cc2c3ccccc3n(C)c2s1` is entered as 0.8

Two compounds picked at random from the list so far, as already listed:
SMILES	Efflux pump inh	PP5 inh	TPT1 inh	LYPLA2 inh	PREPL inhibitor	PP1 counter	HCV core dimer	CTSL1 counter	GASC-1 inh
O=C(NC1CCCCC1)C(c1ccccc1)N1CCCC1 (stereo not given)	0.1	1.2	-1.9	0.9	-3.7	-8.7	-2.5	-1.5	40.1
O=C(CCc1nnc(CCCCc2ccccc2)o1)N1CCC(N2CCCC2)CC1	0.3	2.2	0.9	-0.6	42.5	4.5	5.3	-1.2	-23.0

The main list resumes with the 2 entries that preceded the break.
SMILES	Efflux pump inh	PP5 inh	TPT1 inh	LYPLA2 inh	PREPL inhibitor	PP1 counter	HCV core dimer	CTSL1 counter	GASC-1 inh
O=C(COc1ccccc1)NCc1ccccc1	0.2	-1.4	-1.3	-1.2	-1.4	-0.8	-2.2	-1.6	-2.0
CCn1cc(C2=NC(CC(C)C)CO2)c2ccccc21 (stereo not given)	0.0	3.8	-0.5	11.7	13.3	-3.1	-5.8	6.0	6.9
CCOC(=O)c1sc(NC(=O)C2CCC2)cc1C	-0.1	2.1	0.5	0.4	-10.0	-4.0	3.8	-2.6	-10.9
O=C(C1CCCCN1S(=O)(=O)c1ccccc1[N+](=O)[O-])N1CCOCC1 (stereo not given)	0.2	-0.1	8.4	0.1	16.4	-1.3	-3.2	-2.9	16.4
Cc1cc(N2CCN(Cc3ccc4c(c3)OCO4)CC2)n2ncnc2n1	-0.4	2.5	1.7	5.7	16.9	-6.8	-3.9	-3.1	-5.3
CC1CC(C)CN(CCCNC(=O)C2CCCN(c3nnc(N4CCCC4=O)s3)C2)C1 (stereo not given)	0.1	-0.4	-8.5	-1.7	13.5	0.9	-7.7	-0.7	-6.9
COc1ccc(Cl)cc1S(=O)(=O)NC(C)C(=O)NCc1ccccn1 (stereo not given)	-0.3	0.4	4.7	-4.0	5.6	-3.7	-1.9	1.0	-8.7
O=C1/C(=C/c2cccc([N+](=O)[O-])c2)Oc2cc(O)ccc21	0.0	4.4	21.8	10.1	6.4	1.7	-4.8	-0.9	-7.4
CN(C(=O)c1ccc(NC(=O)Cc2cccc(NC(=O)C3CCCN(C(=O)C4CCC4)C3)c2)cc1)C1CCCC1 (stereo not given)	0.1	-0.1	x	3.7	-4.4	-2.1	x	x	1.1
C=CCOC(=O)C1=C(C)NC(SCC(N)=O)=C(C#N)C1c1cccs1 (stereo not given)	-0.2	1.9	-2.9	1.5	-3.0	2.4	-5.5	0.4	10.3
Cc1ccc(N/C=C/C(=O)c2sc(-c3ccccc3)nc2C)cc1	0.1	5.0	38.8*	-9.8	-36.8	-1.4	8.0	0.7	-3.5
C/C(CC(=O)Nc1cccnc1)=N\NC(=O)c1ccc([N+](=O)[O-])c(Cl)c1	0.2	3.8	-1.8	-4.7	-3.2	1.7	-3.6	0.9	-3.9
Cc1cccc(C(=O)NNC(=O)c2n[nH]c(=O)c3ccccc23)c1C	0.0	1.4	x	-2.0	7.7	-8.2	x	x	x
c1ccc2cc(OCCCn3ccnc3)ccc2c1	-0.1	1.1	-3.0	11.6	-3.4	0.9	0.2	-1.1	6.4
CCCCOC(=O)CSC1=C(C#N)C(c2ccc3c(c2)OCO3)CC(=O)N1 (stereo not given)	-0.2	6.1	-2.7	1.4	8.1	4.2	0.0	-0.8	4.0
Cc1ccc(NC(=O)CN(C)C(=O)COc2ccc(C(=O)c3ccc(F)cc3)cc2)cc1	0.1	3.7	-0.5	-2.0	-0.1	0.8	13.5	5.1	-13.8
Cc1nc(CCNC(=O)CC2C(=O)NCCN2CC(C)(C)C)nc2c1CCC2 (stereo not given)	0.8	-4.2	-11.6	-7.0	15.0	-1.4	-2.1	3.1	-13.2
COc1ccccc1NC(=O)COC(=O)c1cc(C)nc2ccccc12	0.4	1.0	x	-2.1	1.0	1.4	x	x	2.7
C=CCn1c(COc2ccc3c(c2)CCCC3)nnc1SCC(=O)Nc1cccc(SC)c1	0.3	-1.7	1.1	-45.6	6.8	5.2	10.1	8.4	-5.6
C[C@H]1CCC[C@]2(O[C@@H](CCO)C[C@@H](O)[C@@H]2O)O1	-0.1	2.0	-3.2	-8.7	4.9	-5.4	7.4	-1.6	-2.0
CCCc1nnc(NC(=O)Cn2c(=O)oc3cc(Br)ccc32)s1	0.0	-0.4	-1.5	0.1	8.8	-1.4	1.1	-1.0	7.7
CC(C)c1cc(C(=O)N2CCCC(N3CCN(c4ccccc4F)CC3)C2)nc(N)n1 (stereo not given)	0.4	2.3	-2.0	4.6	17.2	-3.2	5.6	2.8	-9.3
COc1ccc(S(=O)(=O)NCCS(=O)(=O)N2CCN(c3ccccc3)CC2)cc1	0.2	3.8	-1.4	-1.3	-41.9	-0.2	4.4	-2.6	-4.4
CCNC(=O)NC1(C(=O)Nc2ccc3c(c2)OCCO3)CCCCC1	-0.1	-0.2	-3.4	6.3	5.7	-0.6	-11.1	-2.5	2.0
COc1cc(NS(=O)(=O)c2ccc(Nc3nc(-c4ccccc4)cs3)cc2)nc(OC)n1	-0.2	7.1	1.4	4.9	10.2	0.0	11.1	0.5	-3.5
CCN1CCN(c2c(C=O)c(Cl)nc3ccc(OC)cc23)CC1	0.2	0.8	0.9	6.4	5.4	-0.3	2.9	1.4	-4.5
CC(=O)C1C(c2cccc([N+](=O)[O-])c2)C2C(C)=NN=C2CC1(C)O (stereo not given)	0.0	-0.5	-2.9	1.2	9.1	-0.7	-8.2	1.6	-1.4
O=C(NCCc1ccc(F)cc1)C(=O)NCC1CCCN1S(=O)(=O)c1cccs1 (stereo not given)	0.2	1.6	1.5	-5.9	11.8	-10.6	-1.1	-3.8	6.3
Cc1ccc(-n2c(SCC(=O)Nc3nccs3)nc3c(c2=O)SCC3)cc1	-0.1	0.9	2.5	4.2	-7.2	-3.9	1.1	2.7	0.5
Cn1nc(C(=O)NC2CCCCC2)c2ccccc2c1=O	-0.1	3.1	-0.8	4.0	12.8	-0.7	-5.4	-0.9	3.6
Cn1cc(/C=C/c2cc[n+](C)cc2)c2cc(Cl)ccc21	5.9*	1.1	59.8*	8.2	35.5	-0.8	-23.0	-0.7	-35.1
COC(=O)c1ccccc1-c1cn(C)c2ccccc2c1=O	-0.1	-6.4	-8.5	9.1	23.4	-2.3	-9.0	11.3	-16.9

Screening results from PubChem.
